Thrombin inh: human alpha-thrombin inhibitors, primary screen, counter-screen for coagulation protease inhibitor project, biochemical, 1536-well, fluorogenic AMC substrate | inhibition, % at 5 µM | 220,000 tested, 0.26% active | Prothrombin (Homo sapiens), P00734 | Boc-VPR-AMC fluorogenic substrate cleavage;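 active means inhibition at or above 40%; inactive means inhibition below 40%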;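 further: 0% = enzyme with no compound and 100% = wells without enzyme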
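signal = AMC fluorescence, 355/460 nm | material = human alpha-thrombin enzyme | control set = enzyme without compound as high, wells lacking enzyme as low | times = reaction at room temperature | read-out basis = percent inhibition scaled between no-compound controls and no-enzyme blanks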
Hck Nef HTS: inhibitors of Nef-activated human Hck kinase, primary screen, biochemical, Z-Lyte FRET, 384-well, Hck-YEEI; Recombinant Hck-YEEI plus Nef, Z-Lyte FRET kinase assay; 220,000 tested, 0.68% active; AID 463187, 2010; inhibition, % at 20 µM; Tyrosine-protein kinase HCK (Homo sapiens), P08631;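 active means Hck-Nef kinase inhibition above about 50%, limit read from the data; inactive means inhibition below that limit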;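 further: 0% = DMSO with Hck plus Nef and 100% = Hck alone without Nef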
Wee1 degr inh: Wee1 degradation inhibitors, primary screen, cell-based, HeLa, Wee1K328M-luciferase, luminescence; Wee1-like protein kinase (Homo sapiens), P30291; AID 1321, 2008; reporter increase, % at 5 µM; 220,000 tested, 1.2% active; HeLa Luc-Wee1K328M stability; 100% = proteasome inhibitor MG132 effect;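 active means activation above the mean of all tested compounds plus 3 SD, set per screening run, cut at about 8.8% in these data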;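 further: cells exposed to compound for 20 h before luminescence read; 0% = DMSO alone and 100% = MG132 at 30 µM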
FXIIa inh: human FXIIa protease inhibitors, primary screen, biochemical, 1536-well; Coagulation factor XII (Homo sapiens), P00748; 220,000 tested, 0.3% active; purified FXIIa, Boc-QGR-AMC fluorogenic substrate, 2 h; inhibition, % at 5 µM; in the data active means inhibition above about 40%;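 further: 0% = enzyme with no compound and 100% = blank without enzyme; many of its hits are not listed in these tables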
Target sequence (P00748 20-372 limits assumed): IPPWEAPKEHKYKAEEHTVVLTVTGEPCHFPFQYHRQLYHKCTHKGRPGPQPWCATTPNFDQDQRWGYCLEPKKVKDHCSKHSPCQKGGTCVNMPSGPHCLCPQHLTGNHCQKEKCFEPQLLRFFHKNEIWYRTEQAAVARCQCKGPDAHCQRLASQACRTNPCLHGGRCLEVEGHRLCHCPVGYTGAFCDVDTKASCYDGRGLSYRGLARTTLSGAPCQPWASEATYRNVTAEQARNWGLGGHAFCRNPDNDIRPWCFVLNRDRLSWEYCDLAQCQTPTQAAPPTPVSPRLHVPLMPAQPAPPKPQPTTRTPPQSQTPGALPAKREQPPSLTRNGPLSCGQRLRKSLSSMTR
Target sequence (P00748 373-615 limits assumed): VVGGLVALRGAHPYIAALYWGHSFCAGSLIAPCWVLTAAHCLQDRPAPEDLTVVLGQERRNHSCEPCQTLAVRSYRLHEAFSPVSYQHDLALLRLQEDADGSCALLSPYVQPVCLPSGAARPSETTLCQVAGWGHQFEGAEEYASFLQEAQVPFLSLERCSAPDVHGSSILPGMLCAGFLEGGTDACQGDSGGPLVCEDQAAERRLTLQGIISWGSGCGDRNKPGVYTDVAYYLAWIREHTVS
14-3-3 Bad inh: inhibitors of 14-3-3 zeta/Bad binding, primary screen, biochemical, TR-FRET, bovine 14-3-3 zeta; 14-3-3 protein zeta/delta (Bos taurus), P63103; TR-FRET 14-3-3zeta/Dy647-pBad peptide displacement, 1 h; inhibition, % at 21.7 µM; 220,000 tested, 0.71% active; AID 781, 2007;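 active means inhibition above about 70%, limit read from the data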;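 further: 0% = full 14-3-3 plus peptide FRET controls and 100% = background without 14-3-3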
Target sequence (P63103 whole entry, looked up): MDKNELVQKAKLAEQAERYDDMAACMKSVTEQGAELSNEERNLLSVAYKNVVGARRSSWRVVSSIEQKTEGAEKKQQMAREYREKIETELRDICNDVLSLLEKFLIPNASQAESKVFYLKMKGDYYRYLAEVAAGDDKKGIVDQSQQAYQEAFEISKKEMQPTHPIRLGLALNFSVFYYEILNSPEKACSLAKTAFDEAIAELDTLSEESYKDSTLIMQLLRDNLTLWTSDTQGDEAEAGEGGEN
Runt-CBFb FRET: inhibitors of RUNX1 Runt–CBFb binding, primary screen, biochemical, FRET, Cerulean-Runt, Venus-CBFb, uHTS. Cerulean-Runt/Venus-CBFb FRET ratio 530/480, 1 h. 220,000 tested, 0.46% active. inhibition, % at 20 µM;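 active means inhibition over about 50% at 20 µM in the single-dose screen, limit read from the data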;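 further: 0% = DMSO wells and 100% = excess unlabeled CBFb competitor control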
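Assay system: Cerulean-Runt domain fusion protein, energy donor; Signal: fluorescence energy transfer, 422 nm excitation, 530/480 nm emission; Timing: 1 h compound exposure, room temperature; Control set: unlabeled CBFb; Medium: Tris buffer pH 7.5 with salts and BSA; Compound: single test concentration of 20 µM, 1% DMSO final; Probe or stimulus: Venus-CBFb 100 nM.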
hK5 inh: human KLK5 protease inhibitors, primary screen, biochemical, 1536-well; Kallikrein-5 (Homo sapiens), Q9Y337; recombinant hK5, fluorogenic AMC substrate cleavage; inhibition, % at 5 µM; 210,000 tested, 0.59% active; AID 873, 2007;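 active means inhibition of 40% or more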;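 further: 0% = enzyme controls without compound and 100% = no-enzyme blanks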
Runt-SMMHC FRET: inhibitors of RUNX1 Runt–CBFb-SMMHC binding, primary screen, biochemical, FRET, Cerulean-Runt, Venus-CBFb-SMMHC, uHTS; Cerulean-Runt/Venus-CBFb-SMMHC FRET ratio 530/480, 1 h; inhibition, % at 20 µM; 220,000 tested, 0.74% active; AID 1434, 2008;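 active means mean inhibition across duplicate retests at 20 µM reaching about 50%, limit read from the data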;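 further: 0% = DMSO wells and 100% = wells with excess untagged CBFb-SMMHC; inhibitors lower the FRET ratio by blocking Runt binding to CBFb-SMMHC; some results filed as inactive read as strong as hits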
FXIa inh 1536: human FXIa protease inhibitors, primary screen, biochemical, 1536-well; Coagulation factor XI (Homo sapiens), P03951; purified FXIa, Boc-Glu-Ala-Arg-AMC fluorogenic substrate; inhibition, % at 5 µM; 220,000 tested, 0.14% active; AID 798, 2007;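 active means inhibition of at least 40%; inactive means inhibition below 40%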;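 further: fluorescence of freed AMC excited at 355 nm; 0% = enzyme without compound and 100% = no enzyme blank; many of its hits are not listed in these tables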
Active calls of the source: *; . = no result given; & = joins results of further samples; [ ] = another dose, or the depositor's remark.

SMILES	Thrombin inh	Hck Nef HTS	Wee1 degr inh	FXIIa inh	14-3-3 Bad inh	Runt-CBFb FRET	hK5 inh	Runt-SMMHC FRET	FXIa inh 1536
CCN1CCC(=NNC(=O)c2ccc(C)c([N+](=O)[O-])c2)CC1	-2	0	-3	11	7	3	-19	-2	0
COc1ccc(CNC(=O)/C=C/c2ccc(OCCCF)cc2)cc1	-2	0	0	-3	-7	-2	12	-1	-6
COC(=O)c1ccc2nc(-c3ccc4c(c3)OCO4)cn2c1	-4	7	-1	10	-4	-3	.	1	-1
CCc1ccc(C(=O)NNc2ccc(F)cc2F)cc1	-3	18	-1	11	-2	2	3	-27	1
O=C(NC1CCCCC1)C(c1ccc2ncccc2c1)N(Cc1ccco1)C(=O)c1ccc2c(c1)OCCO2 (stereo not drawn)	-1	-3	-1	3	-7	-3	-8	-4	-2
O=C(NC(=S)N1CCOCC1)C12CCC3CC(CC(C3)C1)C2	-8	21	7	0	-5[fluorescence artefact?]	0	-5	-5	-9
CC(C)C[C@@H]1NC(=O)N(CCN2CCOCC2)C1=O	-3	1	2	21	-4	-1	-7	-1	22
O=C(Cc1ccc(S(=O)(=O)N2CCOCC2)s1)NCC1CCCCC1	5	1	-3	6	1	1	-14	-3	4
COc1ccc(C)cc1N(C)C(=O)c1coc(=O)c2ccccc12	-1	1	-2	7	-11	0	-5	-7	-3
Cc1ccc(NC(=O)c2cccnc2C(=O)Nc2ccc(C)cc2)cc1	-4	15	-3	7	-2	-3	-8	0	1
CCOc1ccc(C(=O)Nc2ccc(Cc3ccncc3)cc2)cc1Br	-4	23	-2	6	-10	-9	-13	-1	-3
O=C(CN(c1ccc(Cl)cc1)S(=O)(=O)c1ccccc1)N1CCN(c2ccccc2)CC1	3	-1	2	14	7	0	-6	3	3
COc1ccc(-c2nc(CN3CCN(c4cc(C)nc(C)c4)CC3)c(C)o2)c2ccccc12	0	23	1	8	-7	3	1	-3	-1
C=CCNC(=S)Nc1c(N)n(C)c(=O)n(C)c1=O	0	7	1	10	-23	-1	-1	-1	6
Cc1cccc(NC(=O)CSc2ncnc3c2oc2ccccc23)c1	-10	2	-3	9	-11[fluorescence artefact?]	2	-20	-3	0
O=C(Nc1ccccc1)c1csc(-c2ccccc2)n1	-5	-15	1	.	-10	-1	0	3	-3
O=C(CSc1ncn[nH]1)Nc1ccc([N+](=O)[O-])cc1Br	2	0	0	21	11	-2	-1	0	21
CCOC(=O)c1c2ccc(OCC(=O)NN)cc2n2ccccc12	-10	-3	6	8	-11	21	-7	86*	-4
COc1ccc(/C=C/C(=O)c2ccc(NC(=O)c3cccs3)cc2)cc1OC	12	1	9.2*	10	-13	-5	-19	-11	-2
COc1cccc(CNS(=O)(=O)c2ccc3c(c2)CCN3C(=O)C2CC2)c1	2	5	9.2*	14	-3	0	.	2	3
CC1CCC(N2CC(=O)N(Cc3ccc4c(c3)OCO4)C(c3ccc(F)cc3)C2=O)CC1 (stereo not drawn)	-6	0	-1	-7	.	0	0	1	-8
CCOc1ccccc1N1CCN(C(=O)C(F)(F)F)CC1	5	1	-2	14	-14[fluorescence artefact?]	1	-17	4	0
Cc1cccc(C)c1NC(=O)CN	-1	27	3	5	-2	-1	3	-2	-2
Cn1c(N)c(-c2nc3cccnc3n2C)sc1=S	-1	-4	2	.	16	9	1	-10	1
CCCCCCCC(=O)N/N=C(\C)c1ccc(N)cc1	-1	9	0	9	-1	0	.	1	0
CCN(C(=O)c1cc2c(=O)[nH]c3ccc(C)cc3c2s1)c1ccc(OC)cc1	-3	12	5	7	-9	-2	-1	-1	-5
CCN(CC)S(=O)(=O)c1ccc(N2CCOCC2)c(NC(=O)COc2ccccc2)c1	-10	-2	5	6	-13	-4	-4	-6	-5
CC(C)NC(=O)CC(=O)N/N=C\c1ccccc1C(=O)O	-11	22	-2	8	6	.	-1	.	-1
Oc1ccc(-c2csc(Nc3cccnc3)n2)cc1	-6	3	-3	23	-4	2	-8	0	1
O=C(Cn1cncn1)N/N=C/c1cccc(Cl)c1	1	26	1	9	7	0	0	-1	4

Five compounds from above, sorted by length of the SMILES, ascending.
SMILES	Thrombin inh	Hck Nef HTS	Wee1 degr inh	FXIIa inh	14-3-3 Bad inh	Runt-CBFb FRET	hK5 inh	Runt-SMMHC FRET	FXIa inh 1536
CCc1ccc(C(=O)NNc2ccc(F)cc2F)cc1	-3	18	-1	11	-2	2	3	-27	1
CCOC(=O)c1c2ccc(OCC(=O)NN)cc2n2ccccc12	-10	-3	6	8	-11	21	-7	86*	-4
CCOc1ccc(C(=O)Nc2ccc(Cc3ccncc3)cc2)cc1Br	-4	23	-2	6	-10	-9	-13	-1	-3
COc1cccc(CNS(=O)(=O)c2ccc3c(c2)CCN3C(=O)C2CC2)c1	2	5	9.2*	14	-3	0	.	2	3
O=C(CN(c1ccc(Cl)cc1)S(=O)(=O)c1ccccc1)N1CCN(c2ccccc2)CC1	3	-1	2	14	7	0	-6	3	3

Other entries.
SMILES	Thrombin inh	Hck Nef HTS	Wee1 degr inh	FXIIa inh	14-3-3 Bad inh	Runt-CBFb FRET	hK5 inh	Runt-SMMHC FRET	FXIa inh 1536
Cc1ccc(S(=O)(=O)Nc2nc(C)c(NC(=O)OCCCl)s2)cc1	-7	2	-1	0	-3[fluorescence artefact?]	2	-15	-3	2
COc1ccc(CNC(=O)Nc2ccc(C)cc2C)cc1	0	-11	2	10	-16	2	.	-4	5
COc1ccc(NC(=O)C(Cc2ccccc2)n2cccc2)cc1 (stereo not drawn)	-1	14	2	7	1	0	3	5	1
CN(Cc1nc2ccccc2c(=O)[nH]1)Cc1nc2ccsc2c(=O)[nH]1	-6	24	1	10	-26	-1	-12	4	5
Cn1c(=O)[nH]c(=O)c2c1nc(CN1CCN(c3ccccc3F)CC1)n2CCCc1ccccc1	22	7	-2	26	6	-5	21	-7	10
Cc1cc(C)cc(OCC(=O)Nc2ccccc2N2CCCCC2)c1	0	1	0	8	8	-1	-24	-3	2
CCOC(=O)c1ccc2c(c1)n(CCCS(=O)(=O)[O-])c(/C=C/c1ccc(Cl)cc1)[n+]2CC	-6	3	1	-1	4	0	7	-4	3
O=C(NCCCN1CCOCC1)c1ccc(Br)cc1Br	-3	15	-3	4	-4	0	-5	-4	-2
Cc1cc(NC(=O)CN2CCc3ccccc3C2)nc2c1c(=O)oc1ccccc12	-3	6	2	7	-5	-1	3	-3	2
O=C(Cn1cnc([N+](=O)[O-])c1)NCc1ccc(F)cc1	4	0	-3	16	-5	2	-3	1	5
S=C(Nc1ccccc1Cl)N(CCN1CCCCC1)Cc1ccco1	-4	0	2	3	-3	0	-18	3	1
Cc1cccc(C(C)C)c1NC(=O)c1ccc(COc2ccc3c(C)cc(=O)oc3c2)cc1	-1	4	-1	14	-9	-5	3	-6	16
Cc1nn(Cc2ccc(Cl)c(Cl)c2)c(C)c1NC(=O)c1noc2c1CCCCC2	-5	-2	0	5	4	1	-7	-4	-2
O=C(NCc1ccccc1)C(=O)Nc1nccs1	-5	16	-4	5	-11	1	-3	1	0
Cc1cccc(Nc2nc(N)nc(CN3CCN(c4ccc(F)cc4)CC3)n2)c1	2	-1	-2	22	1	-5	-12	-3	1

Another view of 6 compounds above.
Each structure is followed by: Thrombin inh | Hck Nef HTS | Wee1 degr inh | FXIIa inh | 14-3-3 Bad inh | Runt-CBFb FRET | hK5 inh | Runt-SMMHC FRET | FXIa inh 1536
> CN(Cc1nc2ccccc2c(=O)[nH]1)Cc1nc2ccsc2c(=O)[nH]1
    -6 | 24 | 1 | 10 | -26 | -1 | -12 | 4 | 5
> Cc1ccc(S(=O)(=O)Nc2nc(C)c(NC(=O)OCCCl)s2)cc1
    -7 | 2 | -1 | 0 | -3[fluorescence artefact?] | 2 | -15 | -3 | 2
> COc1ccc(NC(=O)C(Cc2ccccc2)n2cccc2)cc1 (stereo not drawn)
    -1 | 14 | 2 | 7 | 1 | 0 | 3 | 5 | 1
> Cc1nn(Cc2ccc(Cl)c(Cl)c2)c(C)c1NC(=O)c1noc2c1CCCCC2
    -5 | -2 | 0 | 5 | 4 | 1 | -7 | -4 | -2
> Cc1cc(C)cc(OCC(=O)Nc2ccccc2N2CCCCC2)c1
    0 | 1 | 0 | 8 | 8 | -1 | -24 | -3 | 2
> COc1ccc(CNC(=O)Nc2ccc(C)cc2C)cc1
    0 | -11 | 2 | 10 | -16 | 2 | . | -4 | 5

With a hit mark in Wee1 degr inh, of those listed so far:
| canonical_smiles | Hck Nef HTS | Wee1 degr inh | FXIIa inh | 14-3-3 Bad inh | Runt-CBFb FRET | hK5 inh | Runt-SMMHC FRET | FXIa inh 1536 |
| --- | --- | --- | --- | --- | --- | --- | --- | --- |
| COc1ccc(/C=C/C(=O)c2ccc(NC(=O)c3cccs3)cc2)cc1OC | 1 | 9.2* | 10 | -13 | -5 | -19 | -11 | -2 |
| COc1cccc(CNS(=O)(=O)c2ccc3c(c2)CCN3C(=O)C2CC2)c1 | 5 | 9.2* | 14 | -3 | 0 | . | 2 | 3 |

New compounds follow.
SMILES	Thrombin inh	Hck Nef HTS	Wee1 degr inh	FXIIa inh	14-3-3 Bad inh	Runt-CBFb FRET	hK5 inh	Runt-SMMHC FRET	FXIa inh 1536
O=c1cc(O)nc(SCc2ccccc2)n1-c1ccccc1	1&-1	0&0	-2&1	16&12	-10&-11	-3&-2	0&-5	-1&-7	1&-4
CC(C)N(CCNS(=O)(=O)c1ccc(Cl)cc1)C(C)C	0	2	0	0	6	-2	-15	-1	5
COc1ccc(OCCSc2nnc(C)n2-c2ccccc2)cc1	-6	19	0	1	7[fluorescence artefact?]	-3	-4	3	-4
Clc1cncc(Cl)c1N/N=C/c1ccccc1	-5	16	5	7	-10	2	-2	-1	1
Cc1occc1C(=O)Nc1nnc(-c2ccncc2)s1	0	1	-2	9	-2	2	2	0	2
Cc1ccc(C(=O)NC(=S)Nc2ccc(N3CCOCC3)cc2)cc1C	2	2	-3	15	-18	6	3	3	2
